OPRM1-OPRD1 ag – agonists of OPRM1-OPRD1 heterodimerization, primary screen, cell-based, luminescence | Mu-type opioid receptor (Homo sapiens) + Delta-type opioid receptor (Homo sapiens), … | cells | activation, % at 9.3 µM | actives 0.3% (n = 340,000); in the data active means activation above about 18%;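 further: 0% = vehicle-treated cells and 100% = reference agonist; values of inactives mirror those of a sister screen read the other way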
Target sequence (P35372 whole entry, looked up): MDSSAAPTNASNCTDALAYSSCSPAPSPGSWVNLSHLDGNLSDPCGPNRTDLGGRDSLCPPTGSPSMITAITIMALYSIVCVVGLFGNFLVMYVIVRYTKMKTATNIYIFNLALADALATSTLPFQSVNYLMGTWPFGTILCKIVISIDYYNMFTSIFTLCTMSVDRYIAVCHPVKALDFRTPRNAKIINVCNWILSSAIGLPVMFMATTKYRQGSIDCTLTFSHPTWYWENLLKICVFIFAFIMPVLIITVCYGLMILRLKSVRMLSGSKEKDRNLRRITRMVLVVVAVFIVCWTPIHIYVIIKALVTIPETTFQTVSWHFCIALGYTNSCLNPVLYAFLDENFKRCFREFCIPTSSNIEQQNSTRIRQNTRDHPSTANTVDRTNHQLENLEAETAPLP
Target sequence (P41143 whole entry, looked up): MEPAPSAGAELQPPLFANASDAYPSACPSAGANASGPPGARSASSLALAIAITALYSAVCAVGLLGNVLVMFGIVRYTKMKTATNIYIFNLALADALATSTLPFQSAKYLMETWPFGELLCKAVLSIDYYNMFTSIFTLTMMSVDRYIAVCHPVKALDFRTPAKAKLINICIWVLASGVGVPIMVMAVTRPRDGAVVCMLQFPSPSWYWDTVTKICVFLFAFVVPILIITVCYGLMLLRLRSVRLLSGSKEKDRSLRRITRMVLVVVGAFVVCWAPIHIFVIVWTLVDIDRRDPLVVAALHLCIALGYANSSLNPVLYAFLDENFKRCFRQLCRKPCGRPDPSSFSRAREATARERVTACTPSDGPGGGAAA
Arrestin-AP2 inh – inhibitors of beta-arrestin/AP2 binding, primary screen, biochemical, GPCR trafficking, flow cytometry. beta-arrestin 1 C-terminal peptide binding to AP2 beta2-adaptin appendage (human). FITC-arrestin peptide / GST-AP2 beads; AP2 beta2 appendage carries R879A mutation. inhibition, % at 10 µM. actives 0.31% (n = 340,000). AID 504490, 2011;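 active means inhibition above a set limit, near 3 SD of compounds lacking own fluorescence, cut at about 54% in these data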;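 further: plate controls were DMSO wells for no effect and 5 µM unlabelled arrestin peptide for full effect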
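System: GST-AP2 R879A glutathione beads | Also added: FITC-arrestin peptide, 50 nM | Times: 12 min plus 1 h, RT | Signal: Bead flow cytometry, FITC channel | Buffer or medium: PBS with 0.05% Tween 20 and 0.1% BSA | Read-out basis: Percent drop in bead-associated FITC signal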
Cardiac RTF inh – cardiac RTF calcium sensitivity inhibitors, primary screen, biochemical, IANBD-TnC fluorescence, EC70 calcium. IANBD-labeled cardiac RTF, Ca2+ fluorescence. actives 0.12% (n = 340,000). Troponin I, cardiac muscle (Homo sapiens) + Troponin T, cardiac muscle (Homo sapiens) + …. AID 493244, 2011. inhibition, % at 7.15 µM;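 active means inhibition above the mean inhibition of all tested compounds plus 3 SD, cut at about 17% in these data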;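 further: assay run at fixed EC70 calcium of 1.6 mM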
Wnt act – Wnt/beta-catenin pathway activators, primary screen, cell-based, plate reader, single point. Wnt/beta-catenin reporter cell assay, activator. actives 1.2% (n = 300,000). activation, % at 9.35 µM. AID 743398, 2014; in the data active means activation above about 30%, passing the limit was not always enough;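 further: 0% = neutral control wells and 100% = positive control wells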
MOR-DOR inv ag – inverse agonists of MOR-DOR heterodimerization, primary screen, cell-based, luminescence | Mu-type opioid receptor (Homo sapiens) + Delta-type opioid receptor (Homo sapiens), … | actives 0.21% (n = 340,000) | cell-based MOR-DOR heterodimer luminescence, inverse agonism | inhibition, % at 9.3 µM; in the data active means inhibition above about 22%, passing the limit was not always enough;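 further: 0% = cells with DMSO and 100% = wells without cells with DMSO; values of inactives mirror those of a sister screen read the other way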
C-LANA FP – inhibitors of KSHV C-LANA binding to DNA, primary screen, biochemical, fluorescence polarization, FAM-LBS DNA, MBP-C-LANA, single point; Kaposi's sarcoma herpesvirus LANA C-terminal domain (residues 932-1162) DNA binding; inhibition, % at 9 µM; actives 0.078% (n = 340,000); AID 504423, 2011;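 active means highest replicate inhibition at or above 60% at 9 µM, even if other replicates fall short; inactive means all replicates below 60% inhibition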;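 further: 0% = neutral control wells and 100% = 4 µM acridine orange control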
V-ATPase pH – regulators of yeast V-ATPase proton pumping, primary screen, pHLuorin cytosolic pH fluorescence; S. cerevisiae; response, % at 10 µM; actives 0.37% (n = 350,000); in the data active means response mostly above about 7.3%, no sharp cut-off; inactive means mostly below about 5.4%; further: actives read high; inactives centre near 0; some compounds called inactive have numbers as strong as hits; reference of the scale not given here
DSG3 Ab inh – inhibitors of pemphigus antibody binding to DSG3, primary screen, biochemical, bead-based, flow cytometry, scFv-GFP | Desmoglein-3 (Homo sapiens), P32926 | DSG3-coupled beads, scFv-anti-DSG3-GFP binding; stronger effect = lower value | binding (percent of control), % at 10 µM | actives 0.48% (n = 310,000);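 active means binding more than 3 SD below its plate's average and above zero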;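 further: hits lower antibody fragment binding to DSG3; some compounds called inactive have numbers as strong as hits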
Keap1 Nrf2 FP – Keap1-Nrf2 protein-protein interaction inhibitors, primary screen, biochemical, fluorescence polarization, single point; Keap1 Kelch-Nrf2 peptide fluorescence polarization, 1536-well; inhibition, % at 9.4 µM; actives 0.15% (n = 340,000); Kelch-like ECH-associated protein 1 (Homo sapiens), Q14145; AID 504523, 2011; in the data active means inhibition above about 12%;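 further: human Keap1 Kelch domain with fluorescein labeled Nrf2 9mer peptide probe; 0% = neutral control wells and 100% = peptide positive control; higher means more block of Keap1 binding to Nrf2 peptide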
RTF Ca sens act – cardiac RTF calcium sensitivity activators, primary screen, biochemical, IANBD-TnC fluorescence, EC20 calcium | activation, % at 7.2 µM | IANBD-labeled TnC RTF fluorescence at EC20 calcium; 0% EC20 calcium, 100% full calcium | actives 0.24% (n = 340,000);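 active means activation above the mean over all tested compounds plus 3 SD, cut at about 30% in these data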;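 further: rise in fluorescence read as greater calcium sensitivity of cardiac thin filaments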
* hit, by the source's call; x = no result given.

cpd	Compound	OPRM1-OPRD1 ag	Arrestin-AP2 inh	Cardiac RTF inh	Wnt act	MOR-DOR inv ag
1	COc1cc(NC(=O)c2cc3ccccc3o2)ccc1NC(=O)c1ccco1	1.5	14	2	2	-12
2	COc1ccc(N2CCN(C(=O)COc3cccc4ccccc34)CC2)cc1	-2.1	26	-4	x	9
3	COc1ccc(NC(=O)CSc2nc(=O)n(CCN(C)C)c3c2CCCC3)cc1OC	-1.8	13	-7	-3	11
4	COC(=O)c1c(-c2ccc(C)cc2)csc1NC(=S)NC(=O)c1ccc(F)cc1	-2.8	3	-16	1	15
5	O=S(=O)(Cc1ccccc1)C1CCCCC1O (centres undefined)	-3.0	-9	-1	0	15
6	CC1=CC(=C(C#N)c2nc3ccccc3s2)C=C(C)N1c1ccc(F)cc1F	-2.8	10	-3	0	17
7	CCc1nn(CC(=O)N2CCC(C(N)=O)CC2)c(=O)c2cc3occc3n12	-1.9	5	-12	3	10
8	COc1ccc(S(=O)(=O)N2CCC(NC(=O)N3CCOCC3)CC2)cc1	-1.4	-13	-1	-1	7
9	COc1ccc2oc(=O)c(C(=O)NC(C)c3ccccc3)cc2c1 (centres undefined)	-0.5	-1	4	2	3
10	O=C(NCC1CCCO1)c1ccc(-c2ccccc2Cl)o1 (centres undefined)	0.7	62*	-15	-4	-4

cpd	C-LANA FP	V-ATPase pH	DSG3 Ab inh	Keap1 Nrf2 FP	RTF Ca sens act
1	1.0	4	120	-1	-3
2	-0.9	6	107	-4	-1
3	1.1	3	94	-2	-10
4	-0.2	2	114	-6	10
5	2.2	4	95	-1	-4
6	-1.0	-2	96	-1	-6
7	0.5	-4	x	1	-5
8	0.1	2	94	1	-5
9	-1.5	-1	98	-6	-2
10	0.8	15	103	0	0

Part of the list above in order of molecular weight, descending:
cpd	Compound	OPRM1-OPRD1 ag	Arrestin-AP2 inh	Cardiac RTF inh	Wnt act	MOR-DOR inv ag
4	COC(=O)c1c(-c2ccc(C)cc2)csc1NC(=S)NC(=O)c1ccc(F)cc1	-2.8	3	-16	1	15
1	COc1cc(NC(=O)c2cc3ccccc3o2)ccc1NC(=O)c1ccco1	1.5	14	2	2	-12
10	O=C(NCC1CCCO1)c1ccc(-c2ccccc2Cl)o1 (centres undefined)	0.7	62*	-15	-4	-4
5	O=S(=O)(Cc1ccccc1)C1CCCCC1O (centres undefined)	-3.0	-9	-1	0	15

cpd	C-LANA FP	V-ATPase pH	DSG3 Ab inh	Keap1 Nrf2 FP	RTF Ca sens act
4	-0.2	2	114	-6	10
1	1.0	4	120	-1	-3
10	0.8	15	103	0	0
5	2.2	4	95	-1	-4

(further entries)
cpd	Compound	OPRM1-OPRD1 ag	Arrestin-AP2 inh	Cardiac RTF inh	Wnt act	MOR-DOR inv ag
11	CCCCn1c(N)c(N(CCOC)C(=O)c2ccc(-c3ccc(C(C)=O)cc3)o2)c(=O)[nH]c1=O	-1.2	3	-2	7	6
12	COc1ccccc1/C=C/C1=NC(=C\N(C)C)/C(=O)O1	-1.2	4	5	8	6
13	C#CCn1c(=NC(=O)c2cc(-c3cccs3)nc3ccccc23)sc2cc(S(N)(=O)=O)ccc21	-1.5	2	-21	-21	10
14	O=C(O)CC1c2ccccc2C=Cc2ccccc21	-2.2	5	-11	0	12
15	COc1ccc(-n2nnnc2SCC#CCO)cc1	-1.8	24	5	x	9
16	COc1ccc(S(=O)(=O)Nc2ccccc2N2CCOCC2)cc1OC	-1.3	41	-3	1	5
17	COC(=O)c1ccc(COc2ccccc2/C=N/NC(=O)c2cccnc2)cc1	0.2	2	-3	4	-1
18	COc1ccccc1NC(=O)Cc1coc2cc(C)ccc12	0.5	11	-2	x	-3
19	CCN(C(=O)COC(=O)CCC(=O)c1ccccc1)c1c(N)n(Cc2ccccc2)c(=O)[nH]c1=O	-2.6	-4	4	0	11
20	COCC(=O)N(C)C[C@H]1N[C@@](Cc2ccccc2)(C(=O)OC)[C@H]2C(=O)N(Cc3ccccc3)C(=O)[C@@H]12	-1.2	21	-12	-1	6

cpd	C-LANA FP	V-ATPase pH	DSG3 Ab inh	Keap1 Nrf2 FP	RTF Ca sens act
11	0.1	-1	105	-2	-4
12	3.3	2	121	-5	3
13	-0.3	0	73	-3	1
14	-0.4	-2	98	2	-4
15	-0.3	-6	94	4	-4
16	0.0	0	101	0	-1
17	-1.0	0	102	-3	1
18	-1.8	1	97	2	1
19	1.8	-4	90	-4	-2
20	0.9	-2	98	1	-5

Continued:
cpd	Compound	OPRM1-OPRD1 ag	Arrestin-AP2 inh	Cardiac RTF inh	Wnt act	MOR-DOR inv ag
21	CCOC(=O)c1ccc(NC(=S)NN)cc1	1.2	7	-4	-1	-6
22	COc1ccc(N2CCN(c3ncccc3C#N)CC2)cc1	-1.7	3	-1	x	11
23	CCOC(=O)C1(Cc2ccc(OC)cc2)CCN(C(=O)CCc2cnccn2)CC1	-3.0	6	1	10	15
24	COc1ccccc1N=Cc1c(C)[nH]n(-c2ccc(C)cc2C)c1=O	-3.7	-4	-7	-1	19
25	CCn1c(SCC(N)=O)nnc1-c1ccc(S(=O)(=O)N2CCN(C)CC2)cc1	-3.1	1	-1	x	16
26	CC(=O)c1ccc(NC(=O)COC(=O)/C=C/c2cccs2)cc1	-1.7	0	-6	-1	8
27	O=C1c2ccccc2C(=O)N1CCc1ccccn1	-1.9	4	5	x	10
28	CC(=O)N1CCN(C(=O)C2(NC(=O)Nc3ccc(C)cc3)CCCCC2)CC1	-2.7	27	-2	2	14
29	CCCC(=O)NC(C)c1nc2ccccc2n1CC (centres undefined)	-0.9	0	-5	-3	5
30	Cc1ccc(Oc2ncccc2NC(=O)CC(CC(=O)O)c2ccccc2)c2c1CCC2 (centres undefined)	-0.5	12	-6	2	2

cpd	C-LANA FP	V-ATPase pH	DSG3 Ab inh	Keap1 Nrf2 FP	RTF Ca sens act
21	-7.4	-1	96	6	-4
22	-2.5	3	96	4	1
23	1.9	2	90	1	3
24	0.1	-1	102	2	2
25	0.3	0	104	-1	4
26	-0.9	3	91	1	-4
27	0.8	-2	107	1	-3
28	-1.3	-1	102	-5	-9
29	-0.4	-5	100	2	0
30	0.5	4	x	-4	0

Next structures follow:
cpd	Compound	OPRM1-OPRD1 ag	Arrestin-AP2 inh	Cardiac RTF inh	Wnt act	MOR-DOR inv ag
31	O=C(OCc1cnc(Cl)s1)c1ccccc1Cl	-0.3	11	1	0	1
32	CCOc1ccc(-c2nnc3ccc(SCC(=O)N4CCCCC4)nn23)cc1	-3.1	2	3	23	17
33	O=C(CCNC(=O)C1CCN(S(=O)(=O)c2ccc(F)cc2)CC1)NCc1ccc(F)cc1	-3.5	-2	1	-1	18
34	CCCC1=NN(C(=O)Cc2ccc([N+](=O)[O-])cc2)C(O)(C(F)(F)F)C1 (centres undefined)	1.1	31	-6	-1	-6
35	COC(=O)c1ccc(CNC(=O)c2ccc(NS(=O)(=O)c3ccc4[nH]c(=O)[nH]c4c3)cc2)cc1	-0.9	-17	-15	-2	6
36	Cc1oc2ccc(O)c(CN3CCOCC3)c2c1C(=O)c1ccc(Cl)cc1	2.7	4	1	x	-13
37	CCOc1ccc2oc(C(=O)OCC(=O)NCc3ccc(OC)cc3)c(C)c2c1	-2.7	-5	-3	-2	10
38	Cn1c(=O)c2c(nc(N3CCCCCC3)n2CC(=O)c2ccc(Br)cc2)n(C)c1=O	-0.3	-4	-6	-2	2
39	Cc1cc(C(=O)N/N=C/c2cc(Br)cc([N+](=O)[O-])c2O)c2ccccc2n1	-3.9	36	-5	-1	22*
40	CC(C)=CC(=O)N1CCC(n2nccc2NC(=O)CCc2ccccc2)CC1	-1.0	4	-16	1	6

cpd	C-LANA FP	V-ATPase pH	DSG3 Ab inh	Keap1 Nrf2 FP	RTF Ca sens act
31	0.1	0	105	-2	-5
32	-0.6	-2	96	1	-4
33	0.5	3	84	-5	-4
34	0.0	0	85	4	0
35	0.9	2	108	0	-5
36	-2.0	-2	104	2	-2
37	1.3	1	94	2	-4
38	-2.5	0	87	1	0
39	2.6	0	100	2	-4
40	-3.5	-5	113	-6	-3

As entered above:
cpd 37 in C-LANA FP is entered as 1.3
cpd 36 in DSG3 Ab inh is entered as 104
cpd 38 in C-LANA FP is entered as -2.5
cpd 33 in DSG3 Ab inh is entered as 84
cpd 39 in Cardiac RTF inh is entered as -5

Next part:
cpd	Compound	OPRM1-OPRD1 ag	Arrestin-AP2 inh	Cardiac RTF inh	Wnt act	MOR-DOR inv ag
41	Nc1nonc1-n1nnc(C(=O)N/N=C/c2ccc(Cl)cc2Cl)c1CN1CCCC1	0.6	14	1	-4	-5
42	Cc1c(Cl)cccc1NC(=O)CN1CCC(C(O)(c2ccccc2)c2ccccc2)CC1	0.1	-9	-1	x	-1
43	COc1ccc(C(O)C(CN2CCOCC2)c2ccccc2)cc1 (centres undefined)	-1.1	-4	0	-2	7
44	COc1cccc(CNC(=O)C2CCN(S(=O)(=O)c3ccc(F)cc3)CC2)c1	-1.1	-5	-6	x	6
45	CCC(CC)C(=O)Nc1cccc(S(=O)(=O)c2cccc(NC(=O)C(CC)CC)c2)c1	-2.5	33	0	-3	12
46	CC1=Nc2ccc(Br)cc2C(c2ccccc2)N1CC(=O)O (centres undefined)	-3.0	42	-4	-1	16
47	COc1ccc(Cc2nnc(NC(=O)c3cccc(F)c3)s2)cc1OC	-1.2	3	-9	0	6
48	CC1CCN(C(=S)Nc2ccc(F)cc2)CC1	-1.7	-1	-7	4	10
49	CC(=O)N1CCN(CCS(=O)(=O)c2cc(Cl)ccc2Cl)CC1	12	-10	-3	4	-60
50	C#CCOC(=O)C[N+](C)(C)CC#Cc1ccccc1	-0.1	-1	-1	11	1
51	O=C(Nc1cccc(S(=O)(=O)N2CCCCCC2)c1)c1cncc(Br)c1	4.1	-8	5	-5	-21

cpd	C-LANA FP	V-ATPase pH	DSG3 Ab inh	Keap1 Nrf2 FP	RTF Ca sens act
41	-1.7	0	96	-2	-2
42	1.4	2	94	-2	-1
43	1.6	-1	103	3	-3
44	1.3	-4	112	-1	12
45	1.1	-5	-13*	7	-3
46	0.0	-3	99	1	-4
47	-1.0	1	93	4	0
48	-0.5	-2	102	-2	-5
49	-0.8	6	92	-5	-4
50	-1.4	-3	95	-2	2
51	0.9	0	91	-5	0

Bioassay records (PubChem BioAssay)
